Source: PubChem BioAssay (National Center for Advancing Translational Sciences (NCATS))
AmpC inh no detg = qHTS Inhibitors of AmpC Beta-Lactamase (assay without detergent). actives 0.52% (n = 330,000). P00811. Potency, µM (doses to about 57.1 µM), without a hit: at the highest dose activity change, negative = inhibition, usual class: inhibitors. AmpC nitrocefin hydrolysis, absorbance 480 nm, 0.0001% Triton. AID 485341, 2010;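 also: potency is read from the fitted curve at half-maximal effect; plate controls were no compound for no effect and no enzyme for full effect; nearly all actives have a fitted effect of over 20% in size; some results filed as inactive show a strong effect at the top dose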
Target sequence (P00811 whole entry, looked up): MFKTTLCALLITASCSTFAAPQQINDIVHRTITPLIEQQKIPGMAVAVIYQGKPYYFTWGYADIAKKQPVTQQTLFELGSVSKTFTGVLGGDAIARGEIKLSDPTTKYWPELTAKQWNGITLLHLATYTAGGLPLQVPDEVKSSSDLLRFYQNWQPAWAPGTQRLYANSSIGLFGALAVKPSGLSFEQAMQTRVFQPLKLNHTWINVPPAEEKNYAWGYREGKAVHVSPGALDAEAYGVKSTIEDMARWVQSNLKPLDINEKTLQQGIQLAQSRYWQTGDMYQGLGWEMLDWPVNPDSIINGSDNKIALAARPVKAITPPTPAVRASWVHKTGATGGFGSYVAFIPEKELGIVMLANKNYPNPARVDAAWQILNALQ
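AmpC (5.3 nM in the dispensed reagent) in 20 mM phosphate pH 7.0 with 0.01% (detergent screen) or 0.0001% Triton X-100 was preincubated with compounds for 15 min at room temperature. Nitrocefin was then added from an 800 uM solution, and hydrolysis was followed at 480 nm.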
HCMV inh = qHTS Assay for inhibitors of the human cytomegalovirus (HCMV). HFF cells, HCMV-luciferase reporter, 72 h; stronger effect = lower value. activity change, negative = inhibition, % at 57.5 µM. actives 4.5% (n = 410,000). AID 1259415, 2018; in the data active = activity change below about -60%; inconclusive = no clear call, values can overlap the other calls; inactive = above about -39%; also: % is scaled to controls: 0 for no effect and ±100 for the full control effect
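HFF cells seeded 16 h at 37C, treated with compounds, infected with luciferase-reporter HCMV at MOI 1 PFU/cell; luciferase read at 72 h post infection, normalized to buffer-only and Salinomycin controls.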
CHX counter = Cycloheximide Counterscreen for Small Molecule Inhibitors of Shiga Toxin. cell reporter, cycloheximide protein synthesis inhibition counterscreen. max response, %. actives 12% (n = 300,000); in the data active = max response mostly above about 13%, no sharp cut-off; inactive = mostly below about 14%; also: read at 38.3 µM for the half of the compounds with a filed dose; 0% is about no effect
Shiga inhibitor = A qHTS for Small Molecule Inhibitors of Shiga Toxin | Vero cells, Shiga toxin protein synthesis inhibition reporter | inhibition, % at 38.7 µM | actives 9.2% (n = 290,000); in the data active = inhibition mostly above about 28%, no sharp cut-off; inactive = mostly below about 43%; also: 0% is about no effect
FBPA Giardia inh = qHTS Assay for Inhibitors of Fructose-1,6-bisphosphate Aldolase from Giardia Lamblia; A8B2U2; purified Giardia FBPA; Potency, µM (doses to about 59.6 µM), for inactives: at the top dose activity, negative = inhibition, usual class: inhibitors; actives 0.71% (n = 290,000); AID 2451, 2010; also: potency is read from the fitted curve at half-maximal effect; % is scaled to controls: 0 for no effect and ±100 for the full control effect; nearly all actives have a fitted effect of over 55% in size
Target sequence (A8B2U2 whole entry, looked up): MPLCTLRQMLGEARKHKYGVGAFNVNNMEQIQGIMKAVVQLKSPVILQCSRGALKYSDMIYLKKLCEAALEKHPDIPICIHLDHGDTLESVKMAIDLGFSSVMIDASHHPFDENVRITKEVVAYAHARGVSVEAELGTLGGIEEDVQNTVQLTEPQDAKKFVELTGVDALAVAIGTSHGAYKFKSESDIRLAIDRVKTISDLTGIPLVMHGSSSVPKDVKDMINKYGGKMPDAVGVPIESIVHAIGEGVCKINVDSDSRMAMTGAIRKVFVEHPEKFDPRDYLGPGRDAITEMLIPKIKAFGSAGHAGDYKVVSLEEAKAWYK
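Giardia FBPA (40 nM reagent) was preincubated 10 min at RT with compound (up to 57.5 uM final), then substrate plus GAPDH/TPI/NAD/arsenate coupling system with diaphorase/resazurin was added; resorufin fluorescence (525/598 nm) was read after 20 min.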
AmpC inh detg = qHTS Inhibitors of AmpC Beta-Lactamase (assay with detergent) | P00811 | AmpC hydrolysis of nitrocefin, absorbance 480 nm, 0.01% Triton | Potency, µM (top dose mostly 114 µM), inactives show top-dose activity change, negative = inhibition, hits mostly inhibitors | actives 0.041% (n = 370,000);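 also: potency is read from the fitted curve at half-maximal effect; 0% = no-compound wells and -100% = no-enzyme wells; nearly all actives have a fitted effect of over 25% in size; some results filed as inactive show a strong effect at the top dose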
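20 mM phosphate pH 7.0 + 0.01% (detergent screen) or 0.0001% Triton X-100; 5.3 nM AmpC reagent; cpd preinc 15 min RT; nitrocefin (800 uM stock) to start; A480 q20 s × 4 min; Activity was normalised to no-enzyme and no-compound control wells.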
AMA1 RON2 block = qHTS for Inhibitors of AMA1-RON; Towards Development of Antimalarial Drug Lead: Primary Screen; Plasmodium falciparum AMA1 (3D7) - RON2 peptide interaction; AlphaScreen AMA1-biotinylated RON2 peptide binding; Potency, µM (highest dose often 58.2 µM), without a hit: at the top dose activity change, negative = inhibition, usual class: inhibitors; actives 0.2% (n = 360,000); AID 720542, 2013;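 also: potency is read from the fitted curve at half-maximal effect; 0% = vehicle wells and -100% = peptide control; nearly all actives have a fitted effect of over 45% in size; some results filed as inactive show a strong effect at the top dose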
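AMA1 (3D7) with his tag at 25 nM final met compounds first, then biotinylated RON2 peptide at 25 nM; detection used donor plus acceptor beads, 10 µg/mL apiece, read by AlphaScreen after 30 min at room temperature.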
An asterisk follows results filed as active; ? = inconclusive; · = not tested or not shown; & = joins results of further samples; [ ] = remark or other dose. Unless noted, calls follow the shape of the dose curve; as a rule, active = well fitted curve in the direction sought with a large enough effect; inconclusive = small, poorly fitted or top-dose-only effect, or another doubt; inactive = no such curve, though single readings can be large; an effect the other way counts as inactive or inconclusive.

SMILES	AmpC inh no detg	HCMV inh	CHX counter	Shiga inhibitor	FBPA Giardia inh	AmpC inh detg	AMA1 RON2 block
CCN(NC(=O)C(O)(c1ccc(F)cc1)c1ccc(F)cc1)C(=O)c1ccccc1	-7.7%	-19.0	-1.7	-6.2	3.3%	-8.8%	0.0%
CCOC(=O)N1CCN(C(=O)c2ccccc2N(Cc2ccccc2)S(=O)(=O)c2ccccc2)CC1	127.3%[activator]	7.3	-2.8	22.1	0.7%	-14.0%	-3.1%
COc1ccc(C(CNC(=O)Cc2ccc(Cl)c(Cl)c2)N2CCCCC2)cc1 (stereo not given)	64.9%[activator]	-4.7	-0.9	-4.4	·	8.0%	-9.5%
COc1nc(NS(=O)(=O)c2ccc(C)cc2)nc(C)c1Cl	-25.6%	0.1	-3.5	16.4	4.9%	-15.6%	-10.4%
O=C(Nc1ccccc1)N(C1=NCCC1)c1ccccc1	0.3%	11.9	-1.4	34.8	10.3%	2.8%	-13.8%
S=C(NCCc1ccccc1)Nc1ccccc1Cl	-28.8%	-63.8*	9.4	12.9	-0.1%	-4.1%	7.7%
CC(Sc1nnc(C(C)Oc2ccccc2F)o1)C(=O)NCc1ccc2c(c1)OCO2 (stereo not given)	1.3%	-27.2	·	·	·	-3.0%	1.3%
C#CCOc1c(Br)cc(/C=C2/C(=O)ON=C2C)cc1OC	-19.6%	22.0	-10.0	-3.7	-10.1%	1.4%	-7.7%
Cc1ccc(NCC(O)C(O)C(O)CO)c(N=Nc2ccccc2)c1C (stereo not given)	139.9%[activator]	-36.3	-3.5	-3.4	-14.4%	0.5%	-26.2%
COc1ccc(OC)c(CCNC(=O)CS(=O)(=O)Cc2nc(-c3ccc(C)cc3)oc2C)c1	2.9%	2.3	1.3	-9.0	-0.1%	?	-2.5%
CCCC(=O)Nc1nnc(/C=C/c2ccccc2)s1	-21.9%	-1.3	25.9*	40.4*	2.1%	-3.8%	9.9%
O=C(NCc1cccc(Cl)c1)c1cccc(S(=O)(=O)N2CCCCC2)c1	-34.5%	-5.2	·	·	·	?	-4.7%
C/C(=N/NC(=O)c1ccc(-c2ccccc2)cc1)c1cc(O)cc(O)c1	-34.1%	-16.3	17.5	8.9	·	3.8%	39.0%[activator]
Cc1cc2nc3ccc(=[N+](C)C)cc-3sc2cc1N	8.2%	·	35.6*	47.7*	?	?	0.0%
Cc1ccc(N=C2N=C(N)c3ccccc32)c(C)c1	-35.8%	51.2	7.6	18.9	5.4%	-2.5%	-1.5%
C/C(=N/NC(=O)CNc1ccc(C)cc1)c1ccc(Cl)cc1	-38.1%	-13.2	-2.4	-3.3	-3.1%	-1.6%	-2.4%
COc1cc(SC)ccc1C(=O)N1CCC(Cc2ccccc2)CC1	·	·	4.9	-8.3	-5.6%	·	·
Cc1cc(OCC(=O)OCC(=O)N(C)Cc2ccccc2C)ccc1Cl	17.6%	17.3	·	·	·	-12.0%	0.6%
O=C(CCNS(=O)(=O)c1ccc(Br)s1)NCc1ccc2c(c1)OCO2	-13.9%	-11.0	11.6	-6.1	2.1%	1.9%	-10.4%
CC1CCCC(C)N1C(=O)COC(=O)CNC(=O)c1ccc(Cl)cc1Cl (stereo not given)	-9.2%	-8.8	·	·	·	-19.3%	-8.0%
O=C(Nc1ccc(Cl)c(Cl)c1)N1CCSC1c1ccco1 (stereo not given)	-32.3%	?	11.3	8.1	?	1.8%	19.4%
Cc1nc2cc(NCc3nc4ccccc4n3Cc3ccccc3)ccc2n1C	167.8%[activator]	13.5	26.6*	43.6*	-20.6%	-2.1%	?
O=C(NCc1ccc(F)cc1)C1CCCN1C(=O)NCc1ccccc1 (stereo not given)	-4.3%	18.1	-8.8	-25.3	3.3%	?	-4.3%
COc1ccc(NC(=S)N(CCCN2CCOCC2)Cc2cn(C)c3ccccc23)cc1OC	199.6%[activator]	-87.4*	-4.4	-11.3	-4.2%	?	-10.7%
COc1ccccc1CNC(=O)c1ccccc1NS(C)(=O)=O	-16.1%	-12.7	-4.5	-8.4	2.4%	?	-1.5%
COc1cccc(Nc2nc(-c3sc(NC(=O)c4ccccc4)nc3C)cs2)c1	-31.1%	-60.6*	13.3	70.9*	-2.6%	5.3%	8.3%
O=C(c1ccc2c(c1)N(Cc1ccccc1F)C(=O)c1ccccc1S2(=O)=O)N1CCCC1	119.2%[activator]	-28.1&-14.4	-3.1	-3.1	·	8.7%&16.5%	-4.2%
COc1ccc(C(=O)NC(=S)Nc2ccc3c(c2)Cc2ccccc2-3)cc1	-12.4%	27.5	7.5	23.1	-1.6%	-2.1%	-7.7%
COc1cc(=O)[nH]c(SCc2c(F)c(F)c(F)c(F)c2F)n1	-13.7%	-26.9	-3.7	-13.4	-15.7%	-14.5%	-2.8%
CCN(CCCNC(=O)Cn1ncc2c([nH]c3ccc(C)cc32)c1=O)c1ccccc1	-18.7%	?	1.7	16.8	5.7%	-6.0%&-5.8%	8.7%
Cc1ccccc1C(=O)NC(=S)Nc1ccccc1C(F)(F)F	-15.1%	29.1	4.6	-7.4	-11.3%	-1.5%	3.0%
O=C(CCc1nnc2ccc(NCc3ccco3)nn12)N1CCN(c2ccccc2F)CC1	77.4%[activator]	-26.8	-12.0	1.6	·	-2.0%	-3.4%
Fc1cccc(CO/N=C/c2c(-c3ccccc3)nc3ccc(Cl)cn23)c1	-14.5%	-22.3	1.0	-7.8	2.4%	-4.2%	2.4%
CCOC(=O)C1CCN(C(=O)Nc2ccc3snnc3c2)CC1	-42.4%	11.8	-3.4	14.2	4.5%	?	-16.8%
COc1ccc(C)cc1NC(=O)CCCNC(=O)Cn1cnc2sc(C)c(C)c2c1=O	102.6%[activator]	77.9	-2.4	3.0	-0.3%	?	0.8%
COc1ccc(C(=O)NC(=S)Nc2ccc3oc(=O)ccc3c2)cc1[N+](=O)[O-]	26.8%	5.2	10.4	-21.5	·	4.6%	60.3%[activator]
Cc1nc2sccn2c(=O)c1S(=O)(=O)N1CCN(c2ccc(F)cc2)CC1	0.9%	8.3&4.4	1.7	0.3	1.1%	?	1.9%
COc1ccc(OC)c(/C=C2\SC(=S)N(Cc3cccnc3)C2=O)c1	?	?	-3.5	-2.9	0.9%	1.0%	-3.6%
CN(c1ccccc1)S(=O)(=O)c1cccc(NC(=O)Cc2n[nH]c(=O)c3ccccc23)c1	-28.2%	?	·	·	·	0.4%	-11.7%
Cc1ccccc1OCCCN1C(=O)C(=O)c2cccc(C)c21	?	47.6	6.2	27.9*	-28.1%	?	15.8µM*
CCOC(=O)N1CCN(c2cc(NCCC(=O)O)c3c4c(onc24)-c2ccccc2C3=O)CC1	221.5%[activator]	·	4.8	8.2	5.61µM*	0.7%	?
CCOC(=O)c1c(NC(=O)c2cccs2)sc2c1CCC2	-23.2%	-14.6	3.5	-12.4	1.7%	-6.5%	10.3%
Cc1c(OCC(=O)NC2CC(C)(C)NC(C)(C)C2)ccc2c1oc(=O)c1ccccc12	35.7%	-14.5	9.6	6.9	-7.8%	3.1%	-8.2%
COc1ccc(-n2nc(C(=O)Nc3ccc(OC)c(OC)c3)c3c4ccccc4n(C)c3c2=O)cc1	-7.0%	-64.4*	-1.5	-4.8	0.5%	-8.8%	-2.8%
CCCCc1c(O)nc(SCC(=O)NCCc2ccc(OC)c(OC)c2)[nH]c1=O	-15.7%	-22.5	-4.0	15.6	-0.8%	-9.8%	-5.7%
CC(=O)NC(CC(=O)O)c1ccccc1 (stereo not given)	-8.7%	16.9	-2.3	-6.0	9.9%	-4.3%	2.2%
Cc1ccc2cc3cc(C(=O)NCCC(C)C)oc3nc2c1	-17.2%	-21.3	-2.4	-16.9	0.7%	-12.5%	-1.0%
O=S(=O)(NCC(c1ccc2c(c1)OCO2)N1CCN(c2ccccc2)CC1)c1ccccc1 (stereo not given)	-9.5%	-6.0	·	·	·	?	?
NC(=O)c1c(NC(=O)C2CCCO2)sc2c1CCCCC2 (stereo not given)	-16.9%	?	18.2	50.7	?	6.2%	9.1%
Cn1c(SCc2nnc(-c3ccc(F)cc3)o2)nnc1C1COc2ccccc2O1 (stereo not given)	61.6%[activator]	133.9	4.2	7.6	1.0%	1.9%	-2.2%
CN1C2=NCCN2C(=O)c2ccccc21	-10.5%	5.3	-4.6	-33.3	5.7%	2.5%	-1.7%
COc1cc(-c2nnc(SCc3cc(=O)oc4cc(C)ccc34)o2)cc(OC)c1OC	1.6%	-7.5	29.0*	62.8	0.2%	?	-0.6%
CCOc1ncccc1C(=O)Nc1ccc(F)c(F)c1	-2.4%	3.4	5.4	18.2	2.1%	2.2%	9.4%
COc1ccc(-c2nc(N3CCOCC3)nc3n[nH]c(N)c23)cc1	-4.8%	?	3.1	-24.4	0.2%	11.2%	0.5%
CCCC(Oc1ccc(Br)cc1)c1nc2c3cc(OC)c(OC)cc3nc(=S)n2[nH]1 (stereo not given)	-33.4%	-86.3*	6.2	-23.6	5.8%	3.8%	49.6%[activator]
CC(C)OP(=O)(c1ccc(N(C)C)cc1)C(Nc1ccccc1)c1cccnc1 (stereo not given)	121.7%[activator]	30.3	-1.6	-9.2	10.2%	-7.8%	-5.6%
N=C(CC(O)COc1ccccc1-c1ccccc1)N1CCCCC1 (stereo not given)	·	·	-0.9	1.9	-1.8%	·	·
O=C(NN=C1CCCC1)c1cccc(O)c1	-24.5%	-35.8	46.7*	75.8*	-7.9%	?	22.7%
CC(C)CN(C(=O)COC(=O)c1ccccc1NCc1ccco1)c1c(N)n(Cc2ccccc2)c(=O)[nH]c1=O	-50.3%	?	·	·	·	-13.8%	0.3%
Cc1ccc(-c2nc(N3CCOCC3)sc2C(=O)N2CCOCC2)cc1	-9.1%	-4.8	10.6	23.8*	-1.3%	-11.6%	-23.4%
